PglD inh = PglD (C. jejuni) enzyme inhibition; 0.098% of 360,000 active; AID 602405; inhibition, % at 12.5 µM; purified PglD enzyme, DTNB colorimetric CoA detection; in the data active means inhibition above about 16%, passing the limit was not always enough; further: strong numbers were not always called active
Cneo AK release = causes C. neoformans cell lysis; 0.2% of 360,000 active; lysis activity, % at 15 µM; AID 651654; adenylate kinase release luminescence, 4 h; normalised: neutral wells 0, clomiphene wells 100;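 active means mean lysis activity across replicates of at least 80%, whatever share of replicates individually reach that level; inactive means mean lysis activity below 80%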
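Material: C. neoformans cells; Schedule: 4 h static compound exposure, 37 °C, read 1 h post-reagent; Measured by: adenylate kinase release luminescence; Read-out: signal increase indicating cell lysis; Controls: Clomiphene as positive lysis control.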
FN deposition inh = fibronectin deposition inhibition; AH1F fibroblasts, Alexa488-fibronectin deposition fluorescence, overnight; 0.086% of 350,000 active; inhibition, % at 12.6 µM;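 active means mean inhibition across replicates of 30% or more, regardless of how many single replicates reach that level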;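 further: positive control wells lacked labelled fibronectin entirely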
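material = AH1F fibroblast monolayer depositing Alexa488-labelled fibronectin into matrix | amount = 10000 AH1F cells/well | buffer or medium = DMEM plus 2% serum, read in PBS | incubation = 1 h cell adhesion before compound, then overnight fibronectin incubation | detection = fluorescence at 485 nm excitation, 525 nm emission | evaluation = percent inhibition as loss of matrix-bound fibronectin fluorescence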
C2C12 statin = suppressors of simvastatin-induced myotoxicity in C2C12 myotubes; rescue of ATP level, % at 7.49 µM; 0.78% of 330,000 active; ATP luminescence, 48 h; scaled: DMSO 0, geranylgeraniol control 100;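 active means mean ATP rescue above about 67%, or every replicate alone reaching that limit, limit read from the data, passing the limit was not always enough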;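 further: myotubes were challenged with 10 µM simvastatin during compound exposure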
PGC1a acetyl inh = PGC1a acetylation modulation, inhibitor mode; U2OS PGC1a acetylation, AlphaScreen anti-acetyl-lysine; with virally co-expressed GCN5 acetyltransferase; inhibition, % at 15.6 µM; 0.17% of 350,000 active; AID 651687;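 active means every replicate shows inhibition of at least 40%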;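 further: 0% = neutral control wells and 100% = positive control wells; some results beyond the cut were filed as inactive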
miR122 inh = miR-122 inhibition in Huh7 cells. 0.3% of 340,000 active. Huh7 miR-122 Renilla luciferase sensor, 48 h; neutral wells = 0, positive control = 100. activation (reporter increase), % at 12.5 µM;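 active means mean replicate activation score at least 90 and every replicate individually at or above 90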;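 further: higher luciferase means less miR-122 activity so hits act as miR-122 inhibitors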
CFTR F508del cor = CFTR F508del correction in bronchial cells | activity (quench increase), % at 7.58 µM | CFBE cells, YFP halide quenching; stimulated with forskolin plus potentiator P3; % fluorescence drop versus neutral controls | 0.36% of 350,000 active;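 active means mean added fluorescence quench of at least 8% versus neutral control, with both replicates also reaching 8%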;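 further: cells transiently co-express mutant CFTR-F508del with the halide-sensitive YFP; corrector assay measuring rescue of mutant channel to the surface after 24 h compound exposure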
GSIS activator = primary screen for activators of insulin secretion dependent on glucose, INS-1E cells, GLuc reporter luminescence; INS-1E GLuc reporter insulin secretion, 2-3 h; activation, % at 16.6 µM; 0.61% of 370,000 active; AID 743287;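 active means lowest replicate activation of at least 40%, so every replicate reaches that level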;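 further: 0% = median of neutral control wells and 100% = median of IBMX positive control wells; some compounds called inactive have numbers as strong as hits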
* marks the source's active call; other numbers are inactive results; nt = no result given; [ ] = dose if it differs, or a comment.

SMILES | PglD inh | Cneo AK release | FN deposition inh | C2C12 statin | PGC1a acetyl inh | miR122 inh | CFTR F508del cor | GSIS activator
Cc1cccc(NC(=O)C2CCN(S(=O)(=O)c3ccc4c(c3)OCCO4)CC2)n1 | -4 | 0 | 3 | 11 | nt | nt | 0.7 | -7
O=[N+]([O-])c1ccccc1CN1CCN(S(=O)(=O)c2ccccc2)CC1 | nt | nt | -5 | nt | -5 | nt | 1.4 | -14
CCOc1c(C)cnc2c1c(=O)n(CC(=O)NCC1CCCO1)c(=O)n2C (stereo unspecified) | -6 | 3 | 10 | 8 | 12 | 2 | -0.3 | 2
COCCN(C(=O)c1sc2ccccc2c1Cl)c1c(N)n(CC(C)C)c(=O)[nH]c1=O | -4 | 1 | -2 | -3 | 6 | 6 | 0.2 | -8
Cc1ccc(S(=O)(=O)N(C)C[C@H]2OCCCC[C@H](C)Oc3ccc(NS(=O)(=O)c4ccc(F)cc4)cc3C(=O)N([C@@H](C)CO)C[C@H]2C)cc1 | 0 | -5 | -10 | 20 | 13 | -4[16.7 µM] | 0.8 | -17
COc1cccc(C2c3c(oc4ccc(F)cc4c3=O)C(=O)N2CCN2CCOCC2)c1OC (stereo unspecified) | 2 | -1 | -2 | 8 | nt | nt | -0.1 | nt
CC(C)NC(=O)Nc1ccc2c(c1)C(=O)N([C@H](C)CO)C[C@H](C)[C@@H](CN(C)C(=O)CCC(F)(F)F)OCCCC[C@H](C)O2 | 0 | -1 | 1 | nt | -2 | -1[16.7 µM] | 0.4 | 17
CCOc1ccc2nc(Cl)c(C3CC(c4ccco4)=NN3S(=O)(=O)c3ccccc3)cc2c1 (stereo unspecified) | -2 | 2 | -6 | -9 | -4 | 49 | nt | -9
O=C(O)c1cc(-c2ccccc2)nc2ccccc12 | 1 | -1 | 6 | 1 | -7 | -1 | 0.4 | -5
Cc1ccsc1/C=N/NC(=O)c1ccccn1 | 4 | -4 | 7 | nt | -1 | -1 | nt | 1
CN1OC[C@@H]2CN(C(=O)Nc3ccccc3)[C@H](c3ccc(N4CCCCC4)cc3)C[C@@H]21 | 2 | 0 | 1 | -7 | -21 | 4 | 3.1 | -6
COC(=O)CCCC1=CC2=C(c3ccccc3)C(=O)C(C)(OC(=O)C3CCCC3)C(=O)C2=CN1CCN1CCOCC1 (stereo unspecified) | 0 | 0 | -13 | 0 | -5 | -2 | -0.5 | nt
C/C=C/c1ccc([C@@H]2[C@@H](CO)N(C(=O)C3CC3)[C@H]2CN(C)C(=O)C2CC2)cc1 | 4 | -2 | nt | -10 | 5 | 21[16.7 µM] | 1.7 | 5
CC1(C)Cc2c(cnn2-c2ccccc2)C(NC(=O)CCCN2CCCC2=O)C1 (stereo unspecified) | 0 | 5 | -1 | 6 | nt | nt | -0.1 | 2
CC(Oc1ccccc1)C(=O)N1CCc2ccccc2C1 (stereo unspecified) | 0 | -4 | 3 | 5 | 7 | -10 | 0.8 | 13
COC(=O)CN1C(=O)[C@H]2[C@@H](c3ccc(C)o3)N3C(=O)CN(Cc4ccccc4)C(=O)[C@@]3(Cc3ccccc3)[C@H]2C1=O | -3 | 4 | -15 | -8 | 5 | -1 | 2.1 | nt
CC(=O)Nc1ccnc(-c2cccnc2)n1 | -3 | -2 | nt | 1 | 11 | -10 | -0.4 | 15
CCN1CCN(C2CCCCC2NS(=O)(=O)c2ccccc2)CC1 (stereo unspecified) | -2 | 15 | -3 | 0 | 18 | nt | 0.0 | 7
Fc1ccc(C2CC(c3ccccc3)n3ncnc3N2)cc1 (stereo unspecified) | 0 | 1 | nt | nt | 2 | -3 | nt | nt
CCn1c(CSc2nnc(-c3ccncc3)n2C)nc2cc(C(=O)O)ccc21 | -6 | 6 | -22 | -18 | 5 | -4 | 0.3 | -8

Individual results from the results shown:
In PglD inh, Cc1cccc(NC(=O)C2CCN(S(=O)(=O)c3ccc4c(c3)OCCO4)CC2)n1 has -4
In GSIS activator, CC1(C)Cc2c(cnn2-c2ccccc2)C(NC(=O)CCCN2CCCC2=O)C1 (stereo unspecified) has 2

Continuation:
SMILES | PglD inh | Cneo AK release | FN deposition inh | C2C12 statin | PGC1a acetyl inh | miR122 inh | CFTR F508del cor | GSIS activator
NC(=O)c1nn(-c2ccccc2)nc1N | 4 | 0 | -4 | 14 | 1 | 5 | nt | 10
COc1ccccc1CN(Cc1nc2ccccc2c(=O)[nH]1)C(=O)Nc1ccccc1C | -3 | -1 | nt | -7 | 5 | 0 | nt | nt
COc1ccc(-c2cn[nH]c2-c2ccc(OC)cc2)cc1 | -5 | -3 | 0 | 1 | 32 | 0 | -3.4 | 17
CCOC(=O)c1c(NC(=O)CN2CCC(C)CC2)sc(C)c1C | -1 | 3 | -3 | 0 | 6 | 2 | -1.4 | 1
COc1ccc(N(C)S(=O)(=O)c2cccc(C(=O)N3CCN(S(=O)(=O)c4ccc(C)cc4)CC3)c2)cc1 | -1 | 2 | -14 | 11 | -6 | -9 | -1.3 | -2
C[C@@H]1CN([C@@H](C)CO)C(=O)c2cccc(NC(=O)c3ccc(-c4nccs4)cc3)c2O[C@H]1CN(C)Cc1ccc2c(c1)OCO2 | 6 | -4 | nt | 54 | -7 | -38[16.7 µM] | -4.4 | -31
CCC1CCCCN1CCCNC(=O)c1ccc(N2CCCC2=O)cc1 (stereo unspecified) | 3 | 0 | -13 | -10 | -3 | -6 | 2.4 | 17
N#Cc1ccc(CN2CCN(C(=O)c3cc(Cl)c4c(c3)OCCO4)CC2)cc1 | 3 | -2 | 7 | 18 | 8 | -1 | 2.3 | 33
CCOC(=O)c1cnc(SC)nc1Sc1cc(Cl)ccc1Cl | -13 | -4 | nt | 18 | -9 | -1 | nt | -26
CCC(=O)N1[C@H](CO)[C@@H](c2ccc(-c3ccccc3)cc2)[C@H]1CNC(=O)COC | -1 | -2 | -16 | 5 | -9 | 0[16.7 µM] | -0.3 | -5
Cc1ccc2nc(NC3=NCN(Cc4cccnc4)CN3)nc(C)c2c1 | 3 | 1 | -5 | 5 | -8 | -17 | nt | nt
COc1ccc(C(CC(=O)O)NC(=O)COc2ccccc2OC)cc1OC (stereo unspecified) | -1 | 3 | nt | nt | -4 | 0 | nt | nt
CC(=O)NC(=S)Nc1ccc(S(=O)(=O)Nc2nc(C)cc(C)n2)cc1 | nt | nt | -1 | nt | 22 | nt | 0.7 | 19
CCN1CCCC1CNS(=O)(=O)c1cc(Br)cc2c1N(C(=O)C1CC1)CC2 (stereo unspecified) | 7 | 0 | nt | 4 | 1 | 22 | nt | nt
Cc1cc2cc(CNC(=O)c3ccc(Br)o3)ccc2n1C | 7 | -3 | -5 | -7 | nt | nt | 0.4 | 14
CCCC(=O)Nc1ccc2c(c1)C(=O)N(C)[C@H]1CC[C@@H](CC(=O)N3CCCCC3)O[C@H]1CO2 | -3 | nt | 3 | 11 | 3 | 4[16.7 µM] | -1.5 | 10
CC1CCCCN1CCCNC(=O)CN1C(=O)c2cccnc2Oc2ccc(Cl)cc21 (stereo unspecified) | -1 | 0 | 11 | 32 | 7 | 7 | -4.6 | 0
CN(C)c1ccc(C=C2C=CC=C2)cc1 | -4 | 0 | -6 | -2 | nt | -13 | -1.8 | nt
O=C(NCCO)Nc1ccc(Cl)cc1 | nt | nt | 3 | 2 | 4 | -3 | 0.9 | 10
COc1ccc(C(=O)CCC(=O)Nc2ccc(Cl)cc2)cc1 | -2 | 1 | -2 | -5 | nt | nt | -2.0 | 6
CC(NCc1ccccc1Cl)C(=O)Nc1ccc(S(=O)(=O)N2CCCC2)cc1 (stereo unspecified) | -3 | -1 | 19 | 1 | 0 | 7 | nt | -12
CCOC(=O)/C(C#N)=C\c1ccc2c(c1)OCO2 | -3 | -3 | 0 | 19 | -1 | 2 | nt | nt
Cc1cccc(/C(N)=N/OC(=O)Cc2ccccc2)c1 | nt | nt | 0 | nt | -9 | nt | -2.4 | 2
C[C@H]1CN([C@@H](C)CO)C(=O)c2cc(C#Cc3ccccc3F)cnc2O[C@H]1CN(C)C(=O)Cc1ccccc1 | -1 | 0 | -6 | -88 | -7 | -10[16.7 µM] | -4.6 | -25
Cc1ccc(C)c(-c2csc(-c3cccnc3)n2)c1 | 1 | 3 | -8 | -14 | 15 | -5 | 1.4 | -18
O=C(NCCN1C(=O)S/C(=C\c2cccnc2)C1=O)c1ccc(S(=O)(=O)N2CCCC2)cc1 | -3 | 1 | 15 | -7 | -2 | -7 | -0.3 | -19
Nc1nonc1C(=O)N/N=C/c1ccc(-c2cccc([N+](=O)[O-])c2)o1 | -4 | -1 | 4 | 176* | 8 | 1 | nt | nt
CC(NC(=O)COC(=O)C1CCN(c2ccc(C(F)(F)F)cn2)CC1)c1ccc(Br)cc1 (stereo unspecified) | 0 | -1 | -18 | nt | -8 | -1 | -0.9 | -15
C/C(=N/NC(=O)CNC(=O)c1cccnc1)c1cccc([N+](=O)[O-])c1 | nt | nt | -4 | nt | 8 | nt | -0.9 | 5
COCc1c(C(=O)N2CCN(c3ccccc3C)CC2)oc2ccccc12 | -4 | -1 | -3 | -5 | 6 | 7 | -0.6 | -24
CC(C)CCC(CCN1CCOCC1)c1ccc2c(c1)OCO2 (stereo unspecified) | 1 | 4 | 10 | -6 | -2 | -4 | nt | nt
Cc1cccc(/C=N/Nc2ccc3ccccc3n2)c1 | nt | nt | nt | -16 | nt | 3 | -2.0 | 31
CN(CCO)c1cc(NCCCN2CCC(Cc3ccccc3)CC2)c2nonc2c1[N+](=O)[O-] | 2 | -1 | nt | -4 | 0 | 2 | -0.2 | 8

Grouped by structure: the entries above with two or more sulfur atoms
SMILES | PglD inh | Cneo AK release | FN deposition inh | C2C12 statin | PGC1a acetyl inh | miR122 inh | CFTR F508del cor | GSIS activator
Cc1ccc(S(=O)(=O)N(C)C[C@H]2OCCCC[C@H](C)Oc3ccc(NS(=O)(=O)c4ccc(F)cc4)cc3C(=O)N([C@@H](C)CO)C[C@H]2C)cc1 | 0 | -5 | -10 | 20 | 13 | -4[16.7 µM] | 0.8 | -17
COc1ccc(N(C)S(=O)(=O)c2cccc(C(=O)N3CCN(S(=O)(=O)c4ccc(C)cc4)CC3)c2)cc1 | -1 | 2 | -14 | 11 | -6 | -9 | -1.3 | -2
CCOC(=O)c1cnc(SC)nc1Sc1cc(Cl)ccc1Cl | -13 | -4 | nt | 18 | -9 | -1 | nt | -26
CC(=O)NC(=S)Nc1ccc(S(=O)(=O)Nc2nc(C)cc(C)n2)cc1 | nt | nt | -1 | nt | 22 | nt | 0.7 | 19
O=C(NCCN1C(=O)S/C(=C\c2cccnc2)C1=O)c1ccc(S(=O)(=O)N2CCCC2)cc1 | -3 | 1 | 15 | -7 | -2 | -7 | -0.3 | -19

High-throughput results: PubChem, Broad Institute
